Yeast growth tox – yeast growth toxicity, wild-type and mutant, primary screen, cytotoxicity control for eIF2B function restoration project, wild-type and eIF2Bepsilon R284H mutant, A595; S. cerevisiae wild-type growth, A595 turbidity, 16 h; growth inhibition, % at 25 µM (by protocol); AID 685, 2007; 30,000 tested, 0.3% active;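 active = mutant and wild-type yeast strains alike exhibit over 30% growth inhibition; inconclusive = a strain exceeds 50% while the second remains under 30%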;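 note: 0% = untreated cell controls and 100% = YPD media blanks without cells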
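Schedule: 16 h growth with compound, 30 °C. System: yeast, wild-type or eIF2Bepsilon-R284H mutant. Doses: one dose, 25 µM compound[…]. Buffer or medium: YPD. Signal: turbidity measured as absorbance at 595 nm. Read-out basis: growth inhibition (%) versus cell controls and blanks.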
Yeast eIF2B – GCN4-lacZ reporter reduction in eIF2B-epsilon mutant yeast, primary screen, S. cerevisiae, eIF2B-epsilon R284H, Beta-Glo luminescence; inhibition, % at 25 µM (by protocol); 27,000 tested, 0.91% active;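 active = mutant luminescence inhibited past about 50% while wild type luminescence and mutant growth stay under set limits, limit read from the data; inconclusive = mutant versus wild type luminescence inhibition gap past a set limit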; note: some compounds called inactive have numbers as strong as hits
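material = yeast eIF2B-epsilon R284H mutant carrying GCN4–beta-galactosidase fusion | schedule = 16 h growth with compound at 30 °C, 90 min Beta-Glo step | measured by = luminescence and A595 | compound dosing = one concentration, 25 µM, 0.25% DMSO | read-out basis = % inhibition of reporter signal and growth versus controls | buffer or medium = YPD medium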
Yeast growth tox inhibition % – recorded beside Yeast growth tox, whose call it bears; growth inhibition, %; S. cerevisiae eIF2Bepsilon-R284H mutant growth, A595 turbidity, 16 h;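 each compound tested once at 25 µM; 0% equals untreated cells and 100% equals cell-free medium blanks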
Yeast eIF2B mutant toxicity – further read-out of Yeast eIF2B, marked with its call; growth inhibition, %; measured here: mutant yeast growth, toxicity;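 each compound tested once at 25 µM; zero equals untreated control growth and 100 equals blank medium absorbance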
Active calls of the source: *; ? = inconclusive; / = no result given; ! = not confirmed by another sample. This is a subset, so the mix of outcomes need not match the whole.

Each structure is followed by: Yeast growth tox	Yeast growth tox inhibition %	Yeast eIF2B	Yeast eIF2B mutant toxicity
- O=C(NC1(C(F)(F)F)C(=O)Nc2c1c(=O)[nH]c(=O)n2-c1ccccc1)c1cccnc1 (centres undefined)
  15	-5	12	-5
- CCCC(=O)Nc1cccc(C(=O)Nc2nccs2)c1
  /	/	30	/
- CCn1c(Cc2ccccc2)nnc1SCC(=O)Nc1nc(C)c(C)s1
  4	3	18	3
- O=c1c2ccccc2nc(CSc2ncnc3nc[nH]c23)n1-c1cccc(C(F)(F)F)c1
  17	11	-1	11
- Fc1ccc(SCCc2ccncc2)cc1
  59*!	45*	/	/
- CCCOc1ccc(C(=O)N2CCCC2C(=O)O)cc1 (centres undefined)
  -21	-3	-15	-3
- Cc1cc(C)c2oc(-c3ccc(Cl)c(NC(=O)c4ccc(C#N)cc4F)c3)nc2c1
  -21	-8	8	-8
- O=C(CSc1nc(-c2ccco2)cc(C(F)(F)F)n1)NCCc1ccccc1
  -1	8	21	8
- CCOc1ccccc1NC(=O)N1CCC(NC(=O)c2ccccc2C)CC1
  13	0	41	/
- CC(=O)c1c(COC(=O)c2ccco2)nc2ccccc2[n+]1[O-]
  14	7	27	7
- Cc1cc(C(=O)NCCCC(=O)O)c(C)o1
  10	13	/	/
- COc1ccc(NC(C)=O)cc1NC(=O)CSc1nnc(-c2ccc(F)cc2)n1N
  -3	16	17	16
- Cc1ccc(C(=O)Nc2nc(C)c(C)s2)o1
  1	13	43	13
- COc1ccccc1C(=O)N1CCN(CCc2ccccc2)CC1
  /	/	2	/
- O=S(=O)(c1cccc(-c2csc(-c3ccccc3)n2)c1)N1CCOCC1
  10	-10	21	-10
- CCOC(=O)c1c(N)nn(C(=O)C(C)C)c1-c1ccccc1
  -2	-4	27	-4
- CC(C)C(=O)N1CCN(c2ccc(NC(=O)c3ccc(Br)o3)cc2)CC1
  -1	-2	28	-2
- CCC(C)NC(=O)c1ccc(NC(=O)C2CCCO2)cc1 (centres undefined)
  2	-12	16	-12
- COc1ccc(NC2CC(=O)N(C(C)C)C2=O)cc1 (centres undefined)
  29	4	13	4
- COn1c2c(c3c4no[n+]([O-])c4ccc31)CCCC2
  29	24	13	24
- CCN(CC)CC#CCC(O)(c1ccccc1)C1CCCC1 (centres undefined)
  -6	0	17	/
- COc1ccccc1N1CCN(C(=O)CN(CCc2ccccc2)S(C)(=O)=O)CC1
  11	-29	19	-29
- COC(=O)c1ccc(NC(=O)CSc2nnc(-c3ccncc3)n2C)cc1
  24	4	-25	4
- Cc1ccc(C)n1-c1ccc(N2CCOCC2)c(Br)c1
  3	14	27	14
- COc1ccc(N2C(=O)CSC23C(=O)Nc2ccccc23)cc1 (centres undefined)
  15	0	-1	/
- CSc1nsc(SC)c1NC(=O)OC1CCCCC1
  42	3	-10	3
- N#CCSc1nc(Nc2ccc3c(c2)OCO3)c2ccccc2n1
  1	-11	10	-11
- CC(=O)c1cn(CC(=O)Nc2ccccc2)c2ccccc12
  -9	14	-14	14
- CC(=O)NC(O)C(=O)c1ccco1 (centres undefined)
  -9	-10	16	-10
- CCCCn1c(=O)c(Cc2ccccc2)c(O)c2ccccc21
  -2	6	19	6

The listing continues.
Each structure is followed by: Yeast growth tox	Yeast growth tox inhibition %	Yeast eIF2B	Yeast eIF2B mutant toxicity
- COc1ccc(NC(=O)COC(=O)c2cnccn2)cc1Cl
  22	-14	-2	-14
- COc1ccccc1NC(=O)N(CCCN1CCOCC1)Cc1cc2cc3c(cc2[nH]c1=O)OCO3
  8	4	/	/
- CC(C)C1N=C2c3ccccc3N=C(SCc3cc(=O)n4cc(Cl)ccc4n3)N2C1=O (centres undefined)
  -4	6	17	6
- CCc1ccc(C2C(C#N)=C(N)Oc3n[nH]c(CC(=O)OC)c32)cc1 (centres undefined)
  -5	19	32	19
- CN1CCN(C2=Cc3ccccc3Sc3cc(F)c(Cl)cc32)CC1
  99*	96*	98	96
- C=CCn1c(SCC(=O)N2CCCC2)nc2cc(C(=O)NCC3CCCO3)ccc2c1=O (centres undefined)
  8	-11	-7	-11
- COc1ccc(C2Oc3ccccc3N2C(C)=O)cc1 (centres undefined)
  -34	-17	0	-17
- CN1C(=O)C2ON(c3ccccc3)C(c3cccs3)C2C1=O (centres undefined)
  ?	/	30	55
- COc1ccc(-c2cc(C(F)(F)F)n3nc(C(=O)NCCCn4ccnc4)cc3n2)cc1
  18	14	-12	14
- CCCC1S/C(=N/N=C/c2ccc(OC)cc2)N(Cc2ccc(OC)cc2)C1=O (centres undefined)
  9	0	1	/
- CC(C)CN1C(=O)c2ccccc2C1(O)Cc1ccccc1 (centres undefined)
  8	4	-23	4
- CC1CCc2nc(NC(=O)CSc3nc4ccccc4o3)sc2C1 (centres undefined)
  -32	-37	21	-37
- CCSc1nnc(NC(=O)CCNS(=O)(=O)c2cc(Br)cnc2N)s1
  2	3	4	3
- CCOC(=O)c1c(C#N)c(SCC(=O)Nc2ccc(OC)cc2)nc2c1CN(CC)CC2
  -11	-20	-11	-20
- CCN1CCN(c2cc(C)c3cc(NC(=O)c4cncc(Br)c4)ccc3n2)CC1
  4	10	-2	10
- c1ccc2c(N3CCCCC3)ncnc2c1
  8	-11	0	-11
- CCN1CCN(Cc2cc(=O)oc3cc4c(cc23)CCC4)CC1
  -13	-23	28	-23
- CC(Cc1c[nH]c2ccccc12)NC(=O)C1CCCNC1=O (centres undefined)
  15	4	18	4
- COc1cc(CNn2cnnc2)ccc1OCC(=O)NC1CCCCC1
  15	6	-34	6
- COC(=O)c1ccccc1NC(=O)CCS(=O)(=O)c1ccc(Br)s1
  8	8	8	8
- CCCN1Cc2cccc(C(=O)NCCCOC(C)C)c2C1=O
  10	10	13	10
- CCC(C)NC(=O)c1ccc(COc2ccccc2Cl)cc1 (centres undefined)
  0	10	/	/
- NC(=O)c1ccccc1NS(=O)(=O)c1ccccc1
  11	11	/	/
- CCOCCN1CCN(c2c3c(nc4cc(-c5ccc(F)cc5)nn24)CCC3)CC1
  -3	5	0	5
- O=C(Nc1ccccc1-c1ccccc1NC(=O)c1ccco1)c1ccco1
  27	4	-17	4
- O=C(CN1CCN(Cc2ccc(Cl)cc2)C1=O)NCCCN1CCN(c2ccc(F)cc2)CC1
  18	16	18	16
- Cc1ccc(-n2c(=O)[nH]cc(C(=O)Nc3ccc4c(c3)OCCO4)c2=O)cc1C
  1	13	16	13
- Cn1c(=O)c2c(ncn2CC(COCc2ccc(Cl)cc2)OCc2ccc(Cl)cc2)n(C)c1=O (centres undefined)
  13	10	19	10
- CCN(CC)c1ccc(C(=O)c2ccccc2C(=O)O)c(O)c1
  20	11	-6	11
- O=C(Nc1ccc2c(c1)OCCO2)c1ccncc1
  1	6	4	6

Part of the list above, tab-delimited:
compound	Yeast growth tox	Yeast growth tox inhibition %	Yeast eIF2B	Yeast eIF2B mutant toxicity
CN1C(=O)C2ON(c3ccccc3)C(c3cccs3)C2C1=O (centres undefined)	?	/	30	55
COc1ccc(-c2cc(C(F)(F)F)n3nc(C(=O)NCCCn4ccnc4)cc3n2)cc1	18	14	-12	14

Next results follow:
Each structure is followed by: Yeast growth tox	Yeast growth tox inhibition %	Yeast eIF2B	Yeast eIF2B mutant toxicity
- O=C1c2ccccc2C(=O)N1CC1c2ccccc2CCN1S(=O)(=O)c1cnc[nH]1 (centres undefined)
  9	11	24	11
- Cc1nn(-c2ccccc2)c(C)c1CCC(=O)O
  -4	11	26	11
- CC(=O)N[C@H]1C[C@@H]1c1ccccc1
  -12	0	11	/
- CCCc1cc(=O)n2c([nH]c3ccccc32)c1C#N
  9	9	/	/
- Cc1cccc(C(=O)N2CCN(c3ccc(C(F)(F)F)cn3)CC2)c1C
  26	13	/	/
- Cc1sc2nc(C)n(/N=C/c3ccccc3O)c(=O)c2c1C
  -17	-12	10	-12
- Fc1cc(F)c2nc(N3CCOCC3)sc2c1
  11	19	31	19
- CCOC(=O)c1cc2c(n(-c3ccccc3)c1=O)CC(C)(C)CC2=O
  4	-4	/	/
- O=C(COC(=O)CNS(=O)(=O)c1ccccc1)Nc1ccc(Cl)cn1
  11	12	/	/
- CCOC(=O)C1CCCCN1Cc1ccc(F)cc1 (centres undefined)
  11	12	11	12
- Cn1ccnc1SCCC#N
  -7	25	-24	25
- CCC(=O)N1CCc2cc(S(=O)(=O)NC(C(=O)NCc3ccccc3)C(C)C)ccc21 (centres undefined)
  3	-11	55*	/
- COC(=O)c1ccc(N)cc1O
  13	16	24	16
- CN1C(=O)SC(Nc2cccc3ccccc23)C1=O (centres undefined)
  -6	13	/	/
- Cc1nc2c(C(=O)NCCc3ccccc3Cl)c[nH]n2c(=O)c1Cl
  -6	3	16	3
- O=C(CCn1nnc(-c2cccs2)n1)NCc1ccccc1Cl
  20	7	20	7
- CCCC1=Nc2cc(C(=O)NCCCOC(C)C)ccc2Sc2ccccc21
  3	-10	/	/
- COCCCn1c(SCC(=O)OC2CCCCC2)nnc1-c1cccs1
  0	-5	3	-5
- COc1cccc(OCc2nnc(SCC(=O)NCc3ccco3)n2CCc2ccccc2)c1
  -4	-9	-11	-9
- CCC12CN3CC(CC)(CN(C1)C31C(=O)N(C)c3ccc(C)cc31)C2=O (centres undefined)
  23	17	16	17
- CCOc1c(OC)cc(C2C(C#N)=C(N)Oc3n[nH]c(-c4ccncc4)c32)cc1OC (centres undefined)
  -1	5	23	5
- CCOC(=O)N1CCN(C(=O)c2ccc3c(=O)n(-c4ccc(OC)cc4)c(=S)[nH]c3c2)CC1
  -15	-7	12	-7
- Cc1ccc(NC(=O)NCCCN2CCCC2=O)cc1
  11	24	/	/
- CCOC(=O)N1CCC(NC(=O)CCS(=O)(=O)c2ccc3c(c2)CCN3C(=O)CC)CC1
  0	11	-31	11
- Cc1cc(OCC(=O)c2ccc(F)cc2)ccc1N1C(=O)CCC1=O
  0	-11	/	/
- O=C(CC1SCCNC1=O)Nc1cccc(C(F)(F)F)c1 (centres undefined)
  36	26	23	26
- COc1ccccc1NC(=O)c1ccc(-c2ccc(Br)cc2)o1
  11	4	/	/
- Cn1cnnc1SCC(=O)c1ccc2c(c1)OCO2
  16	22	17	22
- Cc1ccc(OCCC(=O)OCC(=O)N2c3ccccc3CC2C)cc1 (centres undefined)
  2	24	-25	24
- O=C(O)CCC(=O)N1CC=C(c2ccccc2)CC1
  26	13	15	13

7 compounds from above with just Yeast growth tox inhibition %, Yeast eIF2B and Yeast eIF2B mutant toxicity:
molecule	Yeast growth tox inhibition %	Yeast eIF2B	Yeast eIF2B mutant toxicity
Cc1nn(-c2ccccc2)c(C)c1CCC(=O)O	11	26	11
CCOC(=O)N1CCN(C(=O)c2ccc3c(=O)n(-c4ccc(OC)cc4)c(=S)[nH]c3c2)CC1	-7	12	-7
O=C(O)CCC(=O)N1CC=C(c2ccccc2)CC1	13	15	13
Cn1cnnc1SCC(=O)c1ccc2c(c1)OCO2	22	17	22
COC(=O)c1ccc(N)cc1O	16	24	16
Cc1nc2c(C(=O)NCCc3ccccc3Cl)c[nH]n2c(=O)c1Cl	3	16	3
O=C(COC(=O)CNS(=O)(=O)c1ccccc1)Nc1ccc(Cl)cn1	12	/	/

More entries:
Each structure is followed by: Yeast growth tox	Yeast growth tox inhibition %	Yeast eIF2B	Yeast eIF2B mutant toxicity
- O=C1OCCN1CCN(CN1C(=O)CCC1=O)CN1C(=O)CCC1=O
  8	11	16	11
- CC(C)NS(=O)(=O)c1ccc(OCC(=O)N2CCCC2)c(Cl)c1
  12	19	27	19
- COc1cc2cc(CN(CCO)S(=O)(=O)c3ccccc3Cl)c(=O)[nH]c2cc1OC
  19	7	17	7
- Nc1ccc2nc(-c3ccccn3)[nH]c2c1
  1	-10	/	/
- CN(C)CCCNC(=O)CC(c1ccccc1)c1ccccc1O (centres undefined)
  1	-4	-22	-4
- C=CCn1c(NC(=O)c2ccc(C)cc2)c(C#N)sc1=N
  -6	8	23	8
- Cc1cc(C)c(OCCCCCNCCO)c(C)c1
  12	6	12	6
- O=C(Nc1nncs1)c1ccc(N2C(=O)C3C4C=CC(C4)C3C2=O)cc1 (centres undefined)
  4	21	4	21
- O=C(CSc1nc(O)c(Cc2ccccc2F)c(=O)[nH]1)N1CCCCCC1
  9	-7	3	-7
- COc1ccc(C(CC(=O)O)NC(=O)c2ccco2)cc1 (centres undefined)
  0	17	/	/
- O=C(CN1C(=O)CC(c2ccccc2)=Nc2ccccc21)NC1CCCCC1
  -3	-29	19	-29
- CN1C(=O)C2(C(C#N)=C(N)Oc3n[nH]c(-c4ccc(Cl)cc4)c32)c2ccccc21 (centres undefined)
  17	7	24	7
- Cc1nn2c(N3CCN(c4ccccn4)CC3)cc(C(C)C)nc2c1-c1ccccc1
  -13	0	0	/
- CC(C)COC(=O)n1c(SCC(=O)N(C)C)nc2ccccc21
  -3	5	16	5

A few values from the entries so far.
Yeast eIF2B mutant toxicity, O=C(O)CCC(=O)N1CC=C(c2ccccc2)CC1 reads 13
Yeast growth tox inhibition %, O=c1c2ccccc2nc(CSc2ncnc3nc[nH]c23)n1-c1cccc(C(F)(F)F)c1 reads 11
